High-throughput results as filed in PubChem BioAssay.
PERK inhibitor: block of dimerizer-induced PERK translation repression, primary screen, PERK inhibitor project, CHO PERK-DD cells, SEAP luminescence, HTS | Eukaryotic translation initiation factor 2-alpha kinase 3 (Homo sapiens), Q9NZJ5 | CHO PERK-DD fusion, SEAP luminescence translation reporter | inhibition, % at 5.6 µM | hit rate 0.17% among 220,000 | AID 1416, 2008;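 active = inhibition above the mean inhibition of all tested compounds plus 3 SD, set separately per screening campaign, cut at about 2.9% in these data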;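 note: PERK kinase domain activated by AP20187 dimerizer at 100 nM; 0% = DMSO with dimerizer and 100% = rapamycin at 8.4 µM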
Hck-Nef inh: inhibitors of Nef-activated human Hck kinase, primary screen, biochemical, Z-Lyte FRET, 384-well, Hck-YEEI; Tyrosine-protein kinase HCK (Homo sapiens), P08631; Recombinant Hck-YEEI plus Nef, Z-Lyte FRET kinase assay; inhibition, % at 20 µM; hit rate 0.68% among 220,000;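 active = Hck-Nef kinase inhibition above about 50%, limit read from the data; inactive = inhibition below that limit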;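 note: 0% = DMSO with Hck plus Nef and 100% = Hck alone without Nef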
Target sequence (P08631 whole entry, looked up): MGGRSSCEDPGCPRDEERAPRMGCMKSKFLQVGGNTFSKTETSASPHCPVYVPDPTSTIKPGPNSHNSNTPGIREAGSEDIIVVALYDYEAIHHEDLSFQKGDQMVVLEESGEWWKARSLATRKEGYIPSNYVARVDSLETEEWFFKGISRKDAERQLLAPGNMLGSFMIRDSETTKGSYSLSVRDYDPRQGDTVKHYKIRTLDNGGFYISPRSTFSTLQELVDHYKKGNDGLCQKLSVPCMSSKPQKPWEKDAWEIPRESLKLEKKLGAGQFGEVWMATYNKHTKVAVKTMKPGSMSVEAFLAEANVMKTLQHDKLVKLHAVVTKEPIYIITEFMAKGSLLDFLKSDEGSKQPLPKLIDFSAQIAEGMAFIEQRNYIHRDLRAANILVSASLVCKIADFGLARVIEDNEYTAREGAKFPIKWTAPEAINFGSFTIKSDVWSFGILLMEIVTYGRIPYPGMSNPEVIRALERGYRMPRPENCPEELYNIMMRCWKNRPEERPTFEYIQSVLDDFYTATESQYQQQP
EP2 antag: human EP2 receptor antagonists, primary screen, TR-FRET cAMP, C6 glioma cells. C6 glioma cells expressing human EP2; cells stimulated with saturating PGE2. inhibition, % at 25 µM. AID 1422, 2008. hit rate 0.52% among 260,000;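 active = percent inhibition above 40 after rounding to a whole number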;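 note: rat C6 glioma host cells with rolipram phosphodiesterase inhibitor present; the protocol text gives 20 µM as final concentration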
L929 necroptosis: inhibitors of zVAD-triggered necroptosis, primary screen, L929 cells. L929 zVAD necroptosis rescue, ATP luminescence, 24 h; with zVAD 60 µM. viability rescue, % at 10 µM. hit rate 0.38% among 220,000. AID 1377, 2008;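 active = activation, scaled between plate controls, above about 75%, limit read from the data; inactive = activation under that limit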;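 note: 0% = zVAD with DMSO and 100% = DMSO alone without zVAD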
EP2 mod: EP2 receptor modulators, cAMP readout, primary screen, cell-based, HTRF cAMP, PGE2 stimulation. EP2-expressing cells, cAMP HTRF FRET, PGE2 co-stimulation. induction, % at 25 µM. hit rate 0.83% among 260,000;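 active = compounds whose cAMP rise, as percent of the full-agonist control response, exceeds 60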;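 note: rat C6 glioma line stably carrying human EP2 under a CMV promoter; the protocol text gives 20 µM as final concentration; 100% = response of wells given 1 µM PGE2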
RBBP9 inhibitor: human RBBP9 inhibitors, primary screen, biochemical, fluorescence polarization, FP-Rh probe, HTS; hit rate 0.2% among 220,000; Serine hydrolase RBBP9 (Homo sapiens), O75884; recombinant RBBP9; inhibition, % at 7.94 µM;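 active = inhibition above the campaign mean of all tested compounds plus 3 SD, cut at about 14% in these data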;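 note: plate controls were DMSO wells with RBBP9 for no effect and wells lacking RBBP9 protein for full effect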
Target sequence (O75884 whole entry, looked up): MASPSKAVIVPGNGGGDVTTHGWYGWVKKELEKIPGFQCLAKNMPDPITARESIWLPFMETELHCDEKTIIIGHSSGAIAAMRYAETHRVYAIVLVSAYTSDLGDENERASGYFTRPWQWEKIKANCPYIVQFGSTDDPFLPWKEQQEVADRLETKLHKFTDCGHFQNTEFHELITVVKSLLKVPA
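System: RBBP9 protein / Buffer or medium: Tris/NaCl buffer pH 8.0 with 0.1% Pluronic / Probe or stimulus: Serine-hydrolase probe FP-Rh, 375 nM pre-mixing / Dosing: 7.94 µM single dose, 0.794% DMSO / Times: enzyme-compound preincubation 30 min, then probe labeling 45 min, 25 °C / Technique: fluorescence polarization (mP), excitation 525 nm, emission 598 nm / Replication: singlicate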
Runt-CBFb FRET: inhibitors of RUNX1 Runt–CBFb binding, primary screen, biochemical, FRET, Cerulean-Runt, Venus-CBFb, uHTS. Runt-related transcription factor 1 (Homo sapiens) + Core-binding factor subunit beta …. Cerulean-Runt/Venus-CBFb FRET ratio 530/480, 1 h. inhibition, % at 20 µM. hit rate 0.46% among 220,000;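 active = inhibition over about 50% at 20 µM in the single-dose screen, limit read from the data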;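 note: 0% = DMSO wells and 100% = excess unlabeled CBFb competitor control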
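test system = Cerulean-tagged RUNX1 Runt domain (FRET donor) fusion protein | reagent = Venus-CBFb binding partner, 100 nM | incubation = protein complex preformed 1 h, compound exposure 1 h, room temperature, dark | detection = FRET fluorescence | read-out basis = loss of energy transfer signal | controls = 5 µM unlabeled CBFb as full-inhibition high control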
TNF death inh: inhibitors of TNF-alpha triggered necroptosis, primary screen, cell-based, Jurkat FADD-/-, single concentration | Jurkat FADD-/- TNF necroptosis rescue, ATP luminescence, 24 h; 0 = TNF only, 100 = no-TNF cells | activation (protection from cell death), % at 10 µM | hit rate 0.068% among 220,000 | AID 463075, 2010;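 active = activation, meaning protection from cell death, of at least 50% relative to plate controls; inactive = activation below 50%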;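 note: necroptosis triggered by 40 ng/mL TNF-alpha added together with compound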
Runt-SMMHC FRET: inhibitors of RUNX1 Runt–CBFb-SMMHC binding, primary screen, biochemical, FRET, Cerulean-Runt, Venus-CBFb-SMMHC, uHTS; Runt-related transcription factor 1 (Homo sapiens) + Core-binding factor subunit beta …; AID 1434, 2008; hit rate 0.74% among 220,000; Cerulean-Runt/Venus-CBFb-SMMHC FRET ratio 530/480, 1 h; inhibition, % at 20 µM;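 active = mean inhibition across duplicate retests at 20 µM reaching about 50%, limit read from the data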;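 note: 0% = DMSO wells and 100% = wells with excess untagged CBFb-SMMHC; inhibitors lower the FRET ratio by blocking Runt binding to CBFb-SMMHC; some results filed as inactive read as strong as hits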
Starred values were filed as active, the others as inactive; . = no result given; & = joins results of further samples. This is a subset; count on the stated rates, not on these rows.

no.	molecule	PERK inhibitor	Hck-Nef inh	EP2 antag	L929 necroptosis	EP2 mod
1	Cc1ccccc1NC(=O)CSc1nnc(Cc2cccn2C)n1-c1ccc(F)cc1	-0.5	20	8	0.2	7
2	CCOc1ccc(-c2ccc(SCC(=O)N3CCOCC3)nn2)cc1	0.6	25	9	-0.2	-16
3	CCC(C)(C)NC(=O)CN(C(=O)c1csnn1)c1ccccc1-c1ccccc1	0.6	7	3	-0.6	-19
4	COc1ccc(N2CCN(C(=O)C(=O)c3c(C)n(C)c4ccccc34)CC2)cc1	1.1	12	3	1.0	-37
5	CC(C)COCC(O)CC(Cc1ccccc1)C(=O)NN (stereo not given)	0.3	16	5	0.9	15
6	Cc1ccc(/C=N/N=C/c2ccc(C)s2)s1	-0.2	1	5	1.3	0
7	O=C(O)CCCn1cc(NC(=O)c2ccc(F)cc2)cn1	0.0	28	9	-1.0	19
8	CCOc1ccc2nc(SC3CC(=O)N(c4ccccc4)C3=O)sc2c1 (stereo not given)	1.6	2	2	-0.2	-34
9	O=C(CCn1nc(-c2ccccc2)c2ccccc2c1=O)NCC1CCCO1 (stereo not given)	-0.4	3	.	0.8	1
10	CC(CC(=O)O)CC(=O)Nc1cccc([N+](=O)[O-])c1 (stereo not given)	0.3	-16	4	0.2	22
11	CCCCC1(Cc2cccc([N+](=O)[O-])c2)C(=O)N(c2ccccc2)N(c2ccccc2)C1=O	0.3	0	13	-0.2	49
12	O=C(C1=C[C@@H](c2ccc3c(c2)OCO3)C[C@@H](OCc2ccc(CO)cc2)O1)N1CCOCC1	0.6	2	5	-0.1	-6
13	Cc1cc(C)c(C(N)=O)c(NC(=O)Nc2ccccc2Cl)n1	1.2	1	1	2.9	26
14	Cc1cc(NC(=O)CSc2ccc(-c3ccccc3)nn2)no1	0.4	2	9	0.1	4
15	O=[N+]([O-])c1ccc(-c2n(-c3ccccn3)c3ccccc3[n+]2-c2ccccn2)cc1	0.1	26	3	-0.6	-6

no.	RBBP9 inhibitor	Runt-CBFb FRET	TNF death inh	Runt-SMMHC FRET
1	0	4	0.7	3
2	-5	-1	0.9	-3
3	-8	-1	-0.7	-5
4	0	-1	-0.6	3
5	-3	0	0.7	-1
6	-5	-1	0.3	-2
7	-2	3	0.3	-2
8	-2	5	-19	10
9	-4	0	-1.1	-2
10	-3	0	-0.7	-1
11	-2	0	-4.3	-1
12	7	0	1.4	2
13	0	.	-0.9	1
14	-3	-4	-1.0	1
15	1	0	-0.1	2

More structures follow.
no.	molecule	PERK inhibitor	Hck-Nef inh	EP2 antag	L929 necroptosis	EP2 mod
16	CCOc1ccc(C2NC(=O)C(C#N)=C(S)N2c2cccc(C)c2)cc1OC (stereo not given)	0.9	24	8&17	10	-25&18
17	CCOC(=O)c1c(C)n(C)c2ccc(OCCN(C)C)cc12	-1.9	0	.	-0.5	16
18	CC(C)Oc1ccc(N2CC(C(=O)NC3=NCCS3)CC2=O)cc1 (stereo not given)	1.1	10	10	-0.9	-28
19	O=c1cc(CN2CCc3ccccc32)c2ccc(O)cc2o1	-0.1	27	1	2.2	5
20	CCSc1nnc(-c2cnn(-c3ccccc3)c2-n2cccc2)n1C	-2.1	1	9	-0.4	-7
21	COc1c(C)cc(Br)cc1C(=O)Nc1ccc(C)cc1[N+](=O)[O-]	0.7	1	6	-0.1	16
22	CCOc1cccc(CNCCO)c1OCc1ccc(Cl)cc1Cl	-0.5	-2	6	-0.6	12
23	C=CCNC(=S)NCc1ccc(CNC(=S)NCC=C)cc1	-0.3	10	10	5.3	-22
24	COc1ccccc1CN1CCN(C(CC(C)C)c2nnnn2Cc2cccs2)CC1 (stereo not given)	.	.	10	.	11
25	COc1cc2ccccc2nn1	-0.3	-31	5	0.9	-29
26	Cc1cccc(N2CCN(C(=O)Cn3cccc3)CC2)c1C	-0.5	2	11	0.2	-3
27	Clc1ccc(SCc2nc3ccccc3[nH]2)cc1	-0.1	0	8	0.4	-61
28	CCOC(=O)N1CCN(S(=O)(=O)c2ccc(OCC(=O)OC)c(Cl)c2)CC1	0.7	0	5	-0.1	-3
29	CCCc1cc(C(F)(F)F)c(C#N)c(=O)[nH]1	1.3	-6	11	0.0	15
30	CC(=O)Nc1sc2c(c1C#N)CCCC2	-0.1	3	10	-0.1	30

no.	RBBP9 inhibitor	Runt-CBFb FRET	TNF death inh	Runt-SMMHC FRET
16	-4	2	-0.6	0
17	2	-2	-0.7	1
18	-5	-1	1.6	0
19	-1	15	-2.6	24
20	-4	-2	-0.6	-7
21	-1	1	0.5	-2
22	-5	-1	0.4	-1
23	-7	-1	0.8	4
24	.	-1	.	-9
25	-10	10	0.3	82*
26	-9	2	-0.6	2
27	-7	.	4.2	-3
28	-4	-1	-0.9	-8
29	-3	0	0.5	-1
30	-6	2	-0.7	1

Shown field by field: entries from further up
#21 COc1c(C)cc(Br)cc1C(=O)Nc1ccc(C)cc1[N+](=O)[O-]
  PERK inhibitor: 0.7
  Hck-Nef inh: 1
  EP2 antag: 6
  L929 necroptosis: -0.1
  EP2 mod: 16
  RBBP9 inhibitor: -1
  Runt-CBFb FRET: 1
  TNF death inh: 0.5
  Runt-SMMHC FRET: -2

#27 Clc1ccc(SCc2nc3ccccc3[nH]2)cc1
  PERK inhibitor: -0.1
  Hck-Nef inh: 0
  EP2 antag: 8
  L929 necroptosis: 0.4
  EP2 mod: -61
  RBBP9 inhibitor: -7
  Runt-CBFb FRET: .
  TNF death inh: 4.2
  Runt-SMMHC FRET: -3

The results go on:
no.	molecule	PERK inhibitor	Hck-Nef inh	EP2 antag	L929 necroptosis	EP2 mod
31	Cc1csc(NC(=O)CCc2c(C)nc3cc(-c4ccc(Cl)cc4)nn3c2C)n1	-0.7	-8	5	.	-51
32	CC1(C)Oc2ccc(C(=O)N3CCOCC3)cc2N(CC(=O)Nc2ccccc2)C1=O	-0.4	-8	10	-0.9	-17
33	COc1ccc(C(C(O)C(=O)c2c[nH]c3ccccc23)N2CCN(c3ccccc3)CC2)cc1 (stereo not given)	-1.2	1	.	4.3	3
34	Cc1ccc(C(=O)/C=C/c2ccccc2[N+](=O)[O-])cc1	-0.2	10	15	0.3	40
35	O=C(c1ccco1)N1CCN(c2cccc(Cl)c2)CC1	1.1	1	7	0.8	-10
36	CC12COC3(C(=O)Nc4ccc(Cl)cn4)CC1CCC32C (stereo not given)	0.3	-1	13	0.7	19
37	CC(C)(C)c1ccc(OCC(O)CS(=O)(=O)c2ccccn2)cc1 (stereo not given)	0.9	8	7	11	19
38	COc1cccc(/C=C2/CN(C)CC3=C2OC(N)=C(C#N)C3c2cccc(OC)c2)c1 (stereo not given)	0.1	10	14	-0.5	-11
39	O=C(Nc1ccc2nc(-c3cccs3)[nH]c2c1)c1cccs1	-0.4	11	17	12	-54
40	CSc1ncccc1C(=O)OCC(=O)NC(N)=O	0.6	8	6	0.4	6
41	c1ccc2c(c1)CCN(c1nc3cc4c(cc3s1)OCO4)C2	0.0	0	12	0.3	3
42	Cc1ccc(CN2CCN(CC3CC4C=CC3C4)CC2)cc1 (stereo not given)	-0.7	1	.	-0.1	-21
43	CN(CC(=O)NCc1ccccn1)S(=O)(=O)c1ccc2ccccc2c1	-0.3	13	8&4	-0.4	-66&-57
44	COc1ccc(CCC2(C)NC(=O)NC2=O)cc1 (stereo not given)	0.7	0	8	3.4	10
45	Cc1nc(N2CCOCC2)nc(N2CCCC2)c1[N+](=O)[O-]	-0.1	10	10	-0.2	27
46	CC(=O)OC(c1nc2ccccc2c(=O)n1C1CC2(OC1=O)c1ccccc1N1C(=O)C(C)(C)N(O)C12)C(C)C (stereo not given)	.	35	16	0.5	17
47	Cc1ccc(C(=O)Nc2c(-c3cccs3)nc3cc(C)ccn23)cc1	-0.1	-1	6	-0.7	9
48	COc1ccc(CCNC(=O)c2cc(=O)[nH]c3ccc(Br)cc23)cc1OC	1.2	2	5	1.0	0

no.	RBBP9 inhibitor	Runt-CBFb FRET	TNF death inh	Runt-SMMHC FRET
31	-11	-2	-4.0	1
32	-7	3	-1.1	-2
33	-3	0	0.2	-1
34	-7	2	-7.8	2
35	-2	-1	-2.9	-2
36	-10	0	0.9	0
37	7	-1	2.4	-1
38	-4	-11	-4.4	-30
39	-2	2	-1.0	-1
40	-5	0	0.5	-8
41	-4	3	-1.3	2
42	-2	0	0.3	-2
43	1	-2	-1.9	4
44	-3	-1	1.1	4
45	-5	-2	-1.1	3
46	.	-4	-6.4	3
47	-5	-3	-3.5	-4
48	1	1	0.9	-2
